# Screening results (PubChem BioAssay)
# DT40 TDP1 no CPT – qHTS for Inhibitors of human tyrosyl-DNA phosphodiesterase 1 (TDP1): qHTS in cells in absence of CPT; DT40 Tdp1-/- hTDP1 cells, no CPT, ATP luminescence, 48 h; Potency, µM (highest dose often 46.2 µM), for inactives: at the highest dose activity change, negative = growth inhibition, most hits filed as inhibitors; 15% of 420,000 active; AID 686978, 2013; active means well fitted inhibition curve with a large enough effect; inconclusive means small, poorly fitted or top-dose-only effect; further: nearly all actives have a fitted effect of over 55% in size
#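 A cellular qHTS used chicken DT40 cells lacking endogenous Tdp1 but carrying stably transfected human TDP1. Compounds were applied without camptothecin, and cell growth kinetics were judged by ATP-dependent luminescence after ≥48 hr.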
# An asterisk follows results filed as active; ? = inconclusive; & = joins results of further samples. On the % scale 0 is the no-effect control and ±100 the full control effect; potency means the concentration at half of the fitted maximal effect.
canonical_smiles | DT40 TDP1 no CPT
COc1cc(/C=C/CN2CCC(C(=O)NC(c3ccc(F)cc3)c3ccc4ccccc4n3)CC2)ccc1OC(C)=O (configuration not stated) | 15µM*
COc1ccc(C(CNC(=O)C(C)Sc2ccccc2)N2CCOCC2)cc1 (configuration not stated) | -3%
CCOC(=O)[C@]12CCCC=C1N(Cc1cccc3ccccc13)C(=O)[C@H](CC(=O)NCCCCc1ccccc1)C2 | ?
CCCCNC(=O)C1(C)CCN1C(=O)c1csnn1 (configuration not stated) | -11%
Cc1onc(-c2c(F)cccc2Cl)c1C(=O)Oc1ccccc1 | 13µM*
O=C(C[n+]1ccncc1)c1ccc2ccccc2c1 | ?
COc1cc(/C=C/C=C2/CC/C(=C/C=C/c3ccc(O)c(OC)c3)C2=O)ccc1O | 2.6µM*
FC(F)(F)c1cccc(Nc2nc3nonc3nc2Nc2ccc(Cl)cc2)c1 | 0.58µM*
Nc1cc(N)cc(-c2nc3ccccc3o2)c1 | -29%
c1ccc(-n2nnnc2-c2cccc3ccccc23)cc1 | 4.6µM*
FC(F)(F)c1ccc(-c2cccc3c2C2CC3CCN2Cc2ccccc2)cc1 (configuration not stated) | 13µM*
OCC[C@@H]1C[C@H](O)[C@@H](O)[C@@]2(OCc3cc(Cl)ccc32)O1 | -5%
CCOc1cc(OCC)cc(C(=O)N2CCC[C@H]2C(=O)N2CCC[C@H]2C(=O)N[C@H](C)c2ccccc2)c1 | -23%
COc1cc2c(NC3CCN(C)CC3)nc(N3CCCN(C)CC3)nc2cc1OCCCN1CCOCC1 | 11µM*
O=C(NCc1ccccc1)c1cc(C2COCCN2C(=O)OCCF)on1 (configuration not stated) | 2%
Cc1ccc(S(=O)(=O)NC(=O)C2(C)CCN2C(=O)C2(c3ccc(Cl)cc3)CCC2)cc1 (configuration not stated) | -8%
CCOC(=O)[C@H](CCc1ccccc1)N[C@@H](C)C(=O)N1CC2(C[C@H]1C(=O)O)SCCS2 | -5%
CC1(C)OC(=O)C2=C(C[C@@H](C3CC3)O[C@H]2c2ccc(Cl)cc2)O1 | -12%
COc1ccc(NC(=O)N(C)C[C@H]2Oc3ccc(NS(=O)(=O)c4cn(C)cn4)cc3C(=O)N([C@H](C)CO)C[C@@H]2C)cc1 | -8%
O.O=C([O-])CC([S-])C(=O)[O-].[Au+].[Na+].[Na+] (configuration not stated) | 0%
O=C(O)C[C@H]1c2ccccc2S(=O)(=O)N1C1CCCCC1 | -28%&-11%
Cc1ccc(CN2C(=O)c3ccccc3C2c2nnnn2-c2ccc3c(c2)OCCO3)cc1 (configuration not stated) | 16µM*
CN(C(=O)c1cccc(NC(=O)Cc2cccc(NC(=O)C3CCCN(C(=O)C4CC4)C3)c2)c1)C1CCC1 (configuration not stated) | -29%
CNCc1cc(C)n(-c2cc(S(=O)(=O)N3CCOCC3)ccc2N2CCCC2)c1C | ?
COc1ccc(NC(=O)C(C)N2C(=O)c3ccccc3C2=O)c(OC)c1 (configuration not stated) | -22%
Cc1ncoc1C(=O)NCc1nc(-c2cccc(NC(=O)c3ccccn3)c2)oc1C | ?
CCc1nc2ccc(C(=O)N3CCN(C(=O)c4ccco4)CC3)cn2c1N(C)C(=O)COc1ccccc1 | 2%
C#CCCOC(=O)N1C2=NC(C(=O)OC)=C(C(=O)OC)[C@@H]3N(C)c4ccccc4[C@]23C[C@H]1CO | -8%
CCCCCNC(=O)C(c1ccc(C#N)cc1)n1c(=O)c(-c2ccco2)nc2ccccc21 (configuration not stated) | ?
COc1cc(C=NC2CCCCC2)ccc1O | -21%
CC(=O)Nc1cccc(-c2csc(C(C)(O)c3ccc(F)c(F)c3)n2)c1 (configuration not stated) | ?
Cc1ccc(OCCCCn2c(-c3ccc(Cl)cc3)nc3ccccc3c2=O)cc1 | -10%
CC(C)C[C@H]1CN(CCCC[C@H]2CNC(=O)C(=O)N2CC2CCCCC2)C(=O)C(=O)N1CCc1ccccc1 | ?
CCC1(C2CCN(C(=O)c3ccccc3C)CC2)NC(=O)N(CCc2scnc2C)C1=O (configuration not stated) | 4%
CCO[C@@H]1OC(C(=O)NCc2nc3ccccc3[nH]2)=C[C@H](c2coc3ccccc3c2=O)[C@H]1CCCO | -12%
CNc1cc[n+](C)c2ccccc12 | -20%
Cc1ccc(N2C3=C(C(=O)CC(C)(C)C3)C(c3cn(C)nc3C)C3=C2CC(C)(C)CC3=O)cc1 | 13µM*
Cc1ccc(/C=C/C(=O)OCC(=O)N(C)c2c(N)n(Cc3ccccc3)c(=O)[nH]c2=O)o1 | -5%
CC[C@H](C)CCCCC(=O)N[C@@H](CCN)C(=O)N[C@H](C(=O)N[C@@H](CCN)C(=O)N[C@H]1CCNC(=O)[C@H]([C@@H](C)O)NC(=O)[C@H](CCN)NC(=O)[C@H](CCN)NC(=O)[C@H](CC(C)C)NC(=O)[C@@H](CC(C)C)NC(=O)[C@H](CCN)NC1=O)[C@@H](C)O | -2%
COc1ccc([C@H]2C[C@@H](n3cc(C4CC4)nn3)[C@H](O)CN2C(=O)C2CCCCC2)cc1 | -30%
Nc1ccn([C@@H]2O[C@H](C(=O)NCc3ccc4c(c3)OCO4)[C@@H](O)[C@H]2O)c(=O)n1 | -13%
CCOC(=O)[C@]12CCCC=C1N(CCc1ccc(OC)c(OC)c1)C(=O)[C@H](CC(=O)NCC13CC4CC(CC(C4)C1)C3)C2 | 16µM*
CCCCNc1ccc(C(=O)OCCN(CC)CC)cc1 | -25%
COc1cc(-c2cc(C)c3cccc(OC)c3n2)cc2c1OCCN(C(=O)Cn1nc(C)cc1C)C2 | -8%
COc1ccc([N+](=O)[O-])cc1CN1CCN(c2ncc(Cc3ccccc3)cn2)CC1 | 18µM*
CN(CC(=O)Nc1ccc(F)cc1)C(=O)c1ccc(-c2ccc(F)cc2)o1 | 21µM*
COC(=O)[C@]12CCCCC=C1N(CCC1=CCCCC1)C(=O)[C@H](CC(=O)N1CCOCC1)C2 | ?
FC(F)(F)c1cc(Cl)c2nc(-c3cccc(Cl)c3)c(Cc3cccc(Cl)c3)n2c1 | -21%
O=C(COC(=O)/C=C/c1ccccc1Cl)NC1CC1 | -3%
O=C1NC[C@H](CCCCN2C[C@H](Cc3ccc(O)cc3)N(CCc3ccccc3)C(=O)C2=O)N(CC2CCCCC2)C1=O | -4%

# The results go on:
canonical_smiles | DT40 TDP1 no CPT
C[C@H]1CN([C@@H](C)CO)C(=O)CCCn2nncc2CO[C@H]1CN(C)S(=O)(=O)c1ccccc1F | -4%
CCOC(=O)Cc1ccc(Nc2nc3cc(-c4sccc4C)sc3c(=O)n2C)cc1 | 3.7µM*
O=C(NCc1cc(C(F)(F)F)cc(C(F)(F)F)c1)c1cc(-c2cc(F)ccc2OCC2CCCO2)n[nH]1 (configuration not stated) | 5%
Cc1ccc(S(=O)(=O)N2CCC[C@H]2C(=O)Oc2ccccc2)cc1 | -9%
NC(=N\N=CCc1ccccc1)/C(N)=N/N=CCc1ccccc1 | ?
C[C@@H]1CN([C@H](C)CO)C(=O)CCCn2nncc2CO[C@H]1CN(C)S(=O)(=O)c1ccc2c(c1)OCCCO2 | -14%
CCc1nc2ccc(C(=O)NCc3ccccc3OC)cn2c1N(C)C(=O)Cc1ccccc1 | ?
Cc1cc(C(=O)N2CCOc3ccc(CN4CCC(Oc5cccnc5)CC4)cc3C2)c(C)o1 | ?
CN(C)c1ccc(C(I)C(I)c2ccnc3ccccc23)cc1 (configuration not stated) | 10µM*
c1ccc(OCCNc2ccn3nc(-c4ccc(OCCN5CCOCC5)cc4)cc3n2)cc1 | 16µM*

# (continued)
molecule,DT40 TDP1 no CPT
O=C1NC(=O)N(c2ccc(Cl)cc2)C(=O)/C1=C/c1ccc2c(c1)CCN2Cc1ccccc1Cl,-5%
COc1ccc(C2c3c(-c4ccc(F)cc4)n[nH]c3C(=O)N2c2ccccc2)cc1OC (configuration not stated),?
COc1ccc(-c2cc(C(=O)Oc3cccc(C)c3)c3ccccc3n2)cc1,?
COc1ccc(C(C(=O)Nc2ccc(F)cc2)N2CCN(c3cccc(C(F)(F)F)n3)CC2)cc1 (configuration not stated),?
CC(C)=CCC[C@@](C)(O)[C@H]1CC=C(C)CC1,-3%
COc1ccc(OC)c(NC(=O)C2(C)CCN2C(=O)C2(c3ccccc3)CCCC2)c1 (configuration not stated),23µM*
CCn1c2ccccc2c2cc(NC(=O)COc3cccc(C)c3)ccc21,?
O=C(c1ccc(Br)cc1)c1coc2ccc(O)cc12,?
CC1CCc2c(sc(NC(=O)c3noc4c3CCCC4)c2C(N)=O)C1 (configuration not stated),2%
Cc1cc(C)cc(C(O)c2ncc(-c3ccc(C(F)(F)F)cc3)[nH]2)c1 (configuration not stated),16µM*
CCOc1ccccc1-n1c(N)c(C(=O)OC)c2nc3ccccc3nc21,-15%
CC1(C)C(\C=C/C=C\C=C/C=C2/N(CCCCS(=O)(=O)O)c3ccc4ccccc4c3C2(C)C)=[N+](CCCCS(=O)(=O)[O-])c2ccc3ccccc3c21,?
O=C1NC(c2ccc3ccccc3c2)Nc2ccccc21 (configuration not stated),6.5µM*
Nc1nc2c(ncn2[C@@H]2O[C@H](CNCc3ccc(OCCCN4CCOCC4)cc3)[C@@H](O)[C@H]2O)c(=O)[nH]1,-1%
O=C1NC[C@@H](Cc2ccc(O)cc2)N(CCc2cc(C(F)(F)F)cc(C(F)(F)F)c2)C1=O,-19%

# A run of entries taken from the entries so far, as a working copy:
molecule,DT40 TDP1 no CPT
CCOc1ccccc1-n1c(N)c(C(=O)OC)c2nc3ccccc3nc21,-15%
CC1(C)C(\C=C/C=C\C=C/C=C2/N(CCCCS(=O)(=O)O)c3ccc4ccccc4c3C2(C)C)=[N+](CCCCS(=O)(=O)[O-])c2ccc3ccccc3c21,?
O=C1NC(c2ccc3ccccc3c2)Nc2ccccc21 (configuration not stated),6.5µM*
Nc1nc2c(ncn2[C@@H]2O[C@H](CNCc3ccc(OCCCN4CCOCC4)cc3)[C@@H](O)[C@H]2O)c(=O)[nH]1,-1%
O=C1NC[C@@H](Cc2ccc(O)cc2)N(CCc2cc(C(F)(F)F)cc(C(F)(F)F)c2)C1=O,-19%

# The list continues.
molecule,DT40 TDP1 no CPT
CCOc1ccc(CCN2C(=O)C(=O)N([C@@H](CC(C)C)CN3CCC[C@H]3CN3C(=O)C(=O)NC[C@@H]3Cc3ccccc3)C[C@@H]2CC(C)C)cc1,-20%
COc1ccc(NC(=O)c2nc[nH]c2C(=O)N(C)CCO)cc1,3%
Cc1ccc(Cc2c(-c3ccc(F)cc3)nc3ccc(Cl)cn23)cc1,?
COc1cc(OC)cc(C(=O)NNC(=O)C2CCC2)c1,-25%
C[C@@H]1CN([C@H](C)CO)C(=O)CCCn2nncc2CO[C@@H]1CN(C)S(=O)(=O)c1ccc(C#N)cc1,-14%
CCCN(C)C1CN(Cc2cn(Cc3ccc(C(F)(F)F)cc3)nn2)S(=O)(=O)C1 (configuration not stated),-29%
COc1cc(=O)n2c(c1C(=O)NC(C)c1ccco1)CCN(Cc1ccccc1C(F)(F)F)CC2 (configuration not stated),?
N#Cc1c(SCC(=O)Nc2nc3ccccc3s2)sc2c(O)cc(=O)[nH]c12,17%
C(=C\c1ccccc1)/CN1CCN(C(c2cccc3ccccc23)c2nnnn2C2CCCC2)CC1 (configuration not stated),9.2µM*
COc1cc(N)c(N)cc1OC,?
O=[N+]([O-])c1cc(F)cc(F)c1Nc1cc(F)cc(F)c1,-13%
Cc1c(C(=O)N(C)CC2CCCN(C)C2)cnn1-c1nccc(-c2ccco2)n1 (configuration not stated),1%
CCC(CC)C(=O)N(C)c1c(C)nc2c(OCC=C(C)C)cccn12,16µM*
CCN(CC)c1nc(-c2ccccc2Cl)c2cc(Br)ccc2n1,?
CC(Oc1ccccc1F)C(=O)NNC(=O)Cc1ccc(S(=O)(=O)N2CCOCC2)s1 (configuration not stated),-1%
CN(C)N1C(=O)C2C3C=CC(O3)C2C1=O (configuration not stated),-4%
COc1ccccc1C1/C(=C(/O)c2cnn(-c3ccccc3)c2C)C(=O)C(=O)N1CCN(C)C (configuration not stated),5%
COC(=O)c1ccc(CN2CCC(Oc3ccc(C(=O)N4CCCCC4)cc3)CC2)cc1,?
CN(C)CCNC(=O)c1cccc(-c2cnc3c(NC=O)cc(/C=C/c4ccccc4)cn23)c1,5.2µM*
CCOC(=O)C1CCN(C(=O)c2sc3ncn(CC(=O)N4CCCCC4)c(=O)c3c2C)CC1,-7%
Cc1cc(CN(Nc2ccccc2)c2ccccc2)cc(C)n1,15µM*
O=[N+]([O-])c1ccc(NS(=O)(=O)c2ccccc2)c(Cl)c1,21µM*
COc1cc(CC(=O)OCC(=O)NCc2ccco2)cc(OC)c1OC,13%
NCCCC[C@H]1CN=C(N)N1CC1CCCCC1,-3%
COc1cc(OC)c(/C=C/c2ccnc3ccccc23)c(OC)c1,8.9µM*
CCn1nc(C)c(CN2Cc3ccccc3OC(c3ccccc3OC)C2)c1C (configuration not stated),?
Cc1cc(C)c(C(O)c2ncc(-c3ccccc3C)[nH]2)c(C)c1 (configuration not stated),-29%
O=C(Nc1cccc2ccccc12)ON=C1CCCCC1,-15%
C[n+]1cccc(C(=O)O)c1,-1%
CN(C)C(=S)N=c1ssc(=S)n1Cc1cccnc1,2.6µM*
NC(CCc1ccccc1)c1csc(Nc2ccc(C(F)(F)F)cn2)n1 (configuration not stated),?
COc1ccccc1N1CCN(C(=O)c2[nH]c(C(F)(F)F)nc2-c2ccccc2)CC1,5.8µM*
O=C(Cn1cc(C(=O)C(F)(F)F)c2ccccc21)N1CCCCCC1,-6%
c1ccc(-c2ccc(-c3ccccc3)[nH]2)cc1,?
OCCOCCn1c(C(CO)Nc2nc(-c3ccc(F)cc3)cs2)nc2ccccc21 (configuration not stated),?
CCCCN(CCC(=O)O)c1ccc(/C=C/c2ccnc3ccccc23)cc1,16µM*

# An excerpt; the hit share may differ from the screen's.
